ERAP1 inh: blocks human ERAP1 aminopeptidase activity; Q9NZ08; recombinant ERAP1, Leu-AMC fluorescence, 60 min; inhibition, % at 10.7 µM; 0.15% of 340,000 active; AID 652197;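 active = mean replicate inhibition of at least 30%, or all replicates individually reaching that 30% level; inactive = mean below 30% and not every replicate reaching it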;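 also: 0% = neutral control wells and 100% = L-leucinethiol positive control wells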
esBAF inh: inhibitors of esBAF chromatin remodeling in mouse ES cells. AID 602393. 2% of 350,000 active. Bmi1-luciferase knock-in reporter, 24 h; 100% = twice the neutral-well signal. reporter increase, % at 12.5 µM; in the data active = activation above about 40%; inconclusive = no clear call, values can overlap the other calls;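 also: 0% = median of the plate's neutral control wells and 100% = double that signal; a rise in the Bmi1 reporter signal indicates esBAF inhibition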
ERp5 inh: inhibitors of human ERp5; Q15084; ERp5 insulin aggregation, absorbance 650 nm, 90 min; inhibition, % at 9.99 µM; 0.05% of 350,000 active; AID 651711;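 active = mean replicate inhibition above about 25%, with every replicate also reaching it, limit read from the data, passing the limit was not always enough; inconclusive = only one of those two criteria met; inactive = neither criterion met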
Target sequence (Q15084 whole entry, looked up): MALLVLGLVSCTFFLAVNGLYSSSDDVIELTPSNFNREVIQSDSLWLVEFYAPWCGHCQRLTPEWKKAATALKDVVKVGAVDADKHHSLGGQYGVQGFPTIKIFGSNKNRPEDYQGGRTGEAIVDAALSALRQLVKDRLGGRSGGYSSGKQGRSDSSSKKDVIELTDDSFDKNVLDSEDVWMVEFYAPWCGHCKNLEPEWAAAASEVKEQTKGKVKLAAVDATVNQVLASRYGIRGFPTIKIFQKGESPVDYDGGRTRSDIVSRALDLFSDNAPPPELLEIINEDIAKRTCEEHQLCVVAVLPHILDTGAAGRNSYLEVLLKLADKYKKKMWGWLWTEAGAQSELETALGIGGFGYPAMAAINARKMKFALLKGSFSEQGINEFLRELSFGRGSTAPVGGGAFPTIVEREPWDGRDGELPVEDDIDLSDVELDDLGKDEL
RAD54 branch: blocks human RAD54 Holliday junction branch migration; inhibition, % at 10.4 µM; FAM/BHQ fluorescence; 0.14% of 360,000 active;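 active = mean normalized replicate activity at least 40 and at least half of replicates scoring 40 or more; inconclusive = only one of the two criteria met; inactive = mean below 40 and under half of replicates reaching 40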;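 also: 0% = median of neutral control wells and 100% = median of positive control wells; inhibitors cause a drop in the FAM fluorescence signal; in these data hits start at about 50%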
S100A4 MyoIIA: inhibitors of human S100A4 binding to myosin IIA peptide; 0.14% of 360,000 active; inhibition, % at 10.7 µM; AID 652163; P26447; S100A4/TAMRA-MyoIIA peptide fluorescence polarization;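 active = mean inhibition of at least 70% across replicates, with every replicate also reaching that level; inconclusive = mean inhibition reaches 70% but some replicates fall short; inactive = mean inhibition below 70%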
Target sequence (P26447 whole entry, looked up): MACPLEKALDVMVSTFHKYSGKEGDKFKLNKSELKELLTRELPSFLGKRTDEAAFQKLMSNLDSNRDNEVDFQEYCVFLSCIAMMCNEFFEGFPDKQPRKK
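Material: S100A4 monomer protein / Buffer or medium: 50 mM HEPES pH 7.2, 10 mM CaCl2, 100 mM KCl / Times: 5 min incubation before reading / Benchmarks: neutral control DMSO, positive control TFP / Reagent: labelled myosin peptide probe, 5 nM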
RAD52 anneal inh: RAD52 (human) annealing inhibition. 0.46% of 360,000 active. P43351. inhibition, % at 18.7 µM. recombinant RAD52 DNA annealing, FRET fluorescence;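 active = every replicate showing at least 50% inhibition; inconclusive = mean inhibition at least 50% but not in every replicate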
Target sequence (P43351 whole entry, looked up): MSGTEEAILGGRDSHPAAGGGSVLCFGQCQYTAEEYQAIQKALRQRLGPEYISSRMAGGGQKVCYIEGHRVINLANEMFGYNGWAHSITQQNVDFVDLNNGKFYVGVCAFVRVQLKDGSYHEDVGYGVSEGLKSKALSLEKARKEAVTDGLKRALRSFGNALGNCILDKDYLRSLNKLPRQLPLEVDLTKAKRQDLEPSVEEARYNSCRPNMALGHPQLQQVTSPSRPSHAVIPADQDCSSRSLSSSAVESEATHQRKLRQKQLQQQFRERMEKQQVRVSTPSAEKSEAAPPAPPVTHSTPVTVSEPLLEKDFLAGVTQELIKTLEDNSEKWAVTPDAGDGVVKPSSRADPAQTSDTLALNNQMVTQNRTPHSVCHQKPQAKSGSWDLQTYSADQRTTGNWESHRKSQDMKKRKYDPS
XiGFP reactiv: X-chromosome reactivation activator; XiGFP mouse fibroblasts, % GFP-positive cells imaging, 3 d; cells co-treated with 5-aza-dC sensitizer; scaled so ellipticine positive control = 100%; activation, % at 7.58 µM; 0.055% of 360,000 active; AID 743238;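 active = mean normalized replicate activation at least 10% and every replicate at or above 10%; inconclusive = only one of the two criteria met; inactive = mean below 10% and not all replicates reach 10%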;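 also: 0% = median of on-plate neutral control wells and 100% = ellipticine 6 µM median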
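Material: SV40-immortalized XiGFP fibroblast cells, line 68-5-11 | Buffer or medium: DMEM containing 5-aza-dC | Dosing: One concentration, pinned | Times: 3 d treatment, 15 min room-temperature fixation | Controls: Ellipticine 6 µM positive control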
E-selectin induc: induces E-selectin expression in human endothelial cells | HUVEC E-selectin immunofluorescence imaging; normalized: neutral wells 0, TNF-alpha wells 100 | activation, % at 7.58 µM | AID 686992 | P16581 | 0.37% of 260,000 active;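 active = mean E-selectin-positive cell signal at least 10% of the positive control, reached in at least 60% of replicates, without over 20% cell loss; inconclusive = no rule given, readout overlaps actives, possibly toxicity-flagged; inactive = the rest, including those meeting only one limit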;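 also: in these data hits start at about 27%; measured in HUVEC primary endothelial cells; signal is the percent of cells scored E-selectin positive by PE staining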
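Assay system: HUVEC, human umbilical vein endothelial cells / Amount: 3,000 HUVEC/well / Controls: TNF-alpha positive control, DMSO neutral control / Compound dosing: single concentration / Medium: EGM-2 over gelatin coat / Evaluation: percent E-selectin-positive cells / Signal: immunofluorescence imaging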
* marks the source's active call; other numbers are inactive results; ? = inconclusive; . = not tested or not shown.

SMILES	ERAP1 inh	esBAF inh	ERp5 inh	RAD54 branch	S100A4 MyoIIA	RAD52 anneal inh	XiGFP reactiv	E-selectin induc
CCOC(=O)C1CCCN(C(=O)c2cc(-c3ccncc3)nc3ccccc23)C1 (centres undefined)	-2	1	-1	-10	8	-6	0.0	.
CCCCn1cnc2c1c(=O)n(C)c(=O)n2C	-1	-9	0	9	2	-10	.	.
COc1ccc(OC(=O)C2CC(=O)N(c3ccc(C)cc3)C2)cc1 (centres undefined)	-2	.	-16	.	1	-17	0.2	0.1
CCNC(=O)COC(=O)c1ccc(-c2nc3ccccc3s2)s1	6	.	-4	.	-2	-22	0.3	0.0
COc1ccc(CN2C[C@H](O)COC[C@H]3O[C@@H](CC(=O)NCCN4CCCC4)CC[C@@H]32)cc1	.	-1	.	-11	.	.	0.6	-0.1
CCC[C@@H](CN1CCC[C@H]1CN1C(N)=NC[C@H]1C(C)C)N1C[C@@H](Cc2ccccc2)N(CCCC2CCCC2)C1=N	4	-13	4	28	-2	41	0.0	0.2
CCN(C[C@@H]1[C@@H](c2ccc(-c3cccnc3)cc2)[C@@H](CO)N1C(C)=O)C(C)=O	-1	-3	-2	2	-5	-2	0.3	-0.2
O=C(CNC(=O)c1ccc(Cl)cc1)OCN1C(=O)c2ccccc2C1=O	0	-3	0	-6	0	3	0.0	-0.4
CCCN(CC1CC1)C(=S)NC(=O)c1ccccc1Br	-3	-4	2	-7	-6	-11	0.6	.
C[C@H]1CN([C@@H](C)CO)C(=O)c2cc(NC(=O)Cn3cnnn3)ccc2O[C@@H]1CN(C)S(=O)(=O)c1ccc(Cl)cc1	-7	-1	-5	.	-1	10	-0.5	-0.1
O=C(c1ccccc1)N1C[C@H]2[C@@H](c3ccccc31)[C@H](CO)N2C(=O)c1cccc(F)c1	2	0	0	-5	0	3	0.0	-0.1
CC1CCN(C(=O)Cn2nnc(-c3ccc(N)cc3)n2)CC1	-1	-4	3	3	-9	-14	0.0	.
O=C1C=C(c2cc(F)ccc2F)C[C@@H](c2ccc(F)cc2)C1	1	-2	1	1	-6	-8	0.0	0.5
O=C(O)[C@H]1[C@H](CO)[C@H]2Cn3c(ccc(-c4cncnc4)c3=O)[C@H]2N1C(=O)C1CCCC1	-2	.	-3	.	-6	-8	0.0	-0.2
COc1cccc(NC(=O)N2CC(=O)N3[C@@H](CO)[C@H](c4ccc(C#CC5CCCC5)cc4)[C@@H]3C2)c1	1	.	5	.	18	-13	0.0	0.6
COc1cccc(C(=O)NCc2cccnc2)c1	9	-1	-1	4	5	-15	.	.
CN(C)c1ccc(C(CC(=O)c2ccccc2)C2CCCCC2=O)cc1 (centres undefined)	9	.	5	.	-3	-29	0.0	-0.2
Cc1cc(Nc2cccc(F)c2)nc(NCc2ccccc2)n1	3	.	1	.	-9	-14	0.3	-0.4
CN(C)C(=O)C[C@H]1CC[C@@H]2[C@H](COC[C@@H](O)CN2C(=O)c2ccncc2)O1	-4	-5	-3	3	-3	12	0.1	0.0
CSc1cccc(NC(=O)C2CCCN(S(=O)(=O)c3cccs3)C2)c1 (centres undefined)	3	3	1	6	4	-15	0.4	0.3
Cc1cc2oc(=O)cc(CN3CCCCCCC3)c2cc1Cl	5	4	1	-4	-6	26	-0.1	0.4
O=[N+]([O-])c1cc(/C=N\O)ccc1Oc1ccc(F)cc1	6	.	3	.	-4	-5	0.1	.
O=C(OCC(=O)N1CCN(c2cccc(Cl)c2)CC1)c1ccco1	-3	-2	5	-3	0	-2	0.0	.
Cc1[nH]c2ccccc2c1/C=C/c1nc2ccccc2c(=O)n1CCO	0	37*	-2	-4	-10	-36	0.0	.
O=C(Cc1ccccc1)Nc1cccc(S(=O)(=O)N2CCCCCC2)c1	2	6	.	0	-3	-14	0.0	1.4

Overlap with the part before: 4 compounds; new compounds follow.
SMILES	ERAP1 inh	esBAF inh	ERp5 inh	RAD54 branch	S100A4 MyoIIA	RAD52 anneal inh	XiGFP reactiv	E-selectin induc
O=[N+]([O-])c1cc(/C=N\O)ccc1Oc1ccc(F)cc1	6	.	3	.	-4	-5	0.1	.
O=C(OCC(=O)N1CCN(c2cccc(Cl)c2)CC1)c1ccco1	-3	-2	5	-3	0	-2	0.0	.
Cc1[nH]c2ccccc2c1/C=C/c1nc2ccccc2c(=O)n1CCO	0	37*	-2	-4	-10	-36	0.0	.
O=C(Cc1ccccc1)Nc1cccc(S(=O)(=O)N2CCCCCC2)c1	2	6	.	0	-3	-14	0.0	1.4
CCO[C@H]1OC(C(=O)N2CCN(Cc3ccc4c(c3)OCO4)CC2)=C[C@@H](c2ccccc2)[C@@H]1CCCO	0	6	2	2	-1	-6	0.1	-0.2
CN(C)CCCN(C(=O)CCc1ccccc1)c1nc2ccc(Br)cc2s1	3	-9	2	6	5	41	-0.1	.
COCCN(CC(=O)Nc1cccc(C)c1C)C(=O)c1oc2ccccc2c1C	1	-3	1	0	-4	-14	0.0	0.3
CNC[C@H]1Oc2ccc(NC(=O)CCCN(C)C)cc2CC(=O)N([C@H](C)CO)C[C@@H]1C	3	-2	6	-9	-3	3	0.0	0.6
CC(C)c1nnc(NC(=O)COc2ccccc2[N+](=O)[O-])s1	.	.	3	9	-1	-8	0.0	.
CCOC(=O)C1(Cc2cccc(OC)c2)CCCN(Cc2ccc(NC(C)=O)cc2)C1 (centres undefined)	0	4	-53	-14	-2	-123	0.0	.
CCC(C)(C)NC(=O)C(c1ccc(OC)cc1)N(C(=O)CCC(=O)Nc1cc(C)on1)c1ccc(F)cc1 (centres undefined)	-4	1	-2	-8	-3	7	0.1	.
C/C=C/c1ccc([C@@H]2[C@@H](CO)N3CCCCN(S(=O)(=O)c4cccs4)C[C@@H]23)cc1	-1	.	1	3	-4	-7	0.5	-0.5
C[C@@H]1CN([C@H](C)CO)C(=O)c2cccc(NC(=O)Nc3cccc4ccccc34)c2O[C@@H]1CN(C)C(=O)Nc1cccc2ccccc12	1	5	-6	4	4	5	0.1	-0.2
CCN(CC)c1ccc(C(NC(=O)C(C)C)c2ccc3cccnc3c2O)cc1 (centres undefined)	0	-39	2	8	-2	-14	0.4	1.5
CC(=O)Nc1ccc(C(=O)N2CCCCC2c2cc(C(=O)N3CCOCC3)no2)cc1 (centres undefined)	0	0	6	9	1	-10	0.0	0.0
CSCC[C@H](NC(=O)Cc1ccc(Cl)cc1)C(=O)N1CCC2(CC1)NCCc1[nH]cnc12	-1	1	6	5	7	-8	0.1	.
COc1ccc(C)cc1NC(=O)Cc1csc(NC(=O)Nc2ccccc2OC)n1	-3	1	7	10	0	-213	0.2	0.1
CN(Cc1nccn1C)C(=O)C1CCC(=O)N(CCc2ccc(Cl)cc2)C1 (centres undefined)	-3	0	2	-3	4	-17	0.3	0.0
NS(=O)(=O)c1cccc(NC(=O)COC(=O)Cc2ccc(Cl)cc2)c1	-1	-2	-9	1	19	-1	0.0	.
CON(C)C(=O)c1ccccc1N(C)C(=O)OC(C)(C)C	.	6	.	0	.	.	0.1	-0.1
COc1ccccc1NC(=O)N1C[C@@H](O)COC[C@@H]2O[C@H](CC(=O)NCCc3ccccc3)CC[C@H]21	0	-7	-12	-1	5	4	0.1	0.0
COc1ccc(S(=O)(=O)Nc2ccc3c(c2)CC(=O)N([C@H](C)CO)C[C@H](C)[C@H](CN(C)Cc2ccc(C(=O)O)cc2)O3)cc1	-1	2	10	-6	3	-16	0.1	-0.2
COc1ccc(CNCc2ccc3c(c2)OCO3)c(OC)c1OC	-4	-14	1	13	4	-9	0.1	0.1
O=C(C[C@@H]1C[C@H]2c3cc(NC(=O)C4CCC4)ccc3O[C@H]2[C@@H](CO)O1)NC1CCCC1	4	2	1	1	0	8	0.0	-0.1
CC(C)c1ccc(NC(=O)NC2CCCCC2)cc1	-4	?	10	1	-8	-12	.	.
CSc1ccccc1OCc1cc(C(=O)N2CCN(c3ncccn3)CC2)no1	0	38	2	2	4	-96	-0.1	-0.1
COc1cc(/C=C2\SC(=O)NC2=O)ccc1OCC(=O)N1CCOCC1	3	1	-7	-13	-4	-43	0.1	-0.2
CN(C)C(=O)c1ccc(-c2ccccc2[C@@H]2[C@@H](C#N)N(C(=O)C3CCC3)[C@@H]2CO)cc1	-2	.	5	.	1	-5	0.2	-0.1
C[C@@H]1CCCCO[C@@H](CN(C)C(=O)Nc2ccc(C(F)(F)F)cc2)[C@H](C)CN([C@H](C)CO)C(=O)c2cc(NS(C)(=O)=O)ccc2O1	2	14	0	-8	-10	6	-0.8	0.1

(further entries)
SMILES	ERAP1 inh	esBAF inh	ERp5 inh	RAD54 branch	S100A4 MyoIIA	RAD52 anneal inh	XiGFP reactiv	E-selectin induc
CCc1nn(CCCC(=O)NCc2ccc(OC(C)C)cc2)c(=O)c2cc3occc3n12	0	-4	0	0	6	-10	0.0	.
C[C@H](CO)N1C[C@H](C)[C@@H](CN(C)S(=O)(=O)c2ccc(Cl)cc2)Oc2ccc(N(C)C)cc2C1=O	3	.	2	.	-5	6	-0.1	.
COc1ccc(CN2[C@@H]3CN(C(=O)NC(C)C)c4ccccc4[C@@H]3[C@@H]2CO)cc1	-1	2	1	-11	4	5	0.0	1.9
COc1ccc2ncc(OC(C)=O)cc2c1	1	.	0	.	4	3	0.2	.
COc1ccccc1CC(=O)Nc1ccc(S(=O)(=O)N2CCN(C)CC2)cc1	-4	-4	-20	-1	2	1	-0.1	1.8
C[C@@H]1CN([C@H](C)CO)C(=O)Cc2cc(NC(=O)Cc3ccccc3)ccc2O[C@@H]1CN(C)CC1CCCCC1	-3	-3	-1	-2	8	6	0.3	-0.2
CCCCCCCNC(=O)C1(CC2CC(c3ccccc3)=NO2)CCNCC1 (centres undefined)	2	0	11	2	-4	-14	0.0	-0.1
Cc1cc(C(=O)NC(=S)Nc2cccc(NC(=O)C(C)C)c2)ccc1[N+](=O)[O-]	-1	49*	-3	4	-12	2	0.4	.
CCCN1CCN(C(=O)C2CCN(c3ncnc4c3nc3n4CCCCC3)CC2)CC1	-4	1	4	9	0	-1	0.1	.
COC(=O)C1CCN(C(=O)COC(=O)/C=C/c2ccc(O)c(OC)c2)CC1	2	-14	5	-3	-2	-2	0.0	0.3
Cc1ccc(C)c(-n2nnnc2SCC(=O)NNC(=O)c2ccco2)c1	4	.	2	.	-14	-5	0.0	.
C=CCn1c(=O)c(C(=O)Nc2ccc(C)cn2)c(O)c2ccccc21	1	?	5	2	-3	-5	0.0	.
CCC1=C(OC(=O)N(CC)CC)N2C(=O)OC(=NCCc3c[nH]c4ccccc34)[C@]2(Cc2ccccc2)[C@H]2C1=CC[C@H]1C(=O)N(CC(=O)OC)C(=O)[C@H]12	4	-9	6	0	2	-2	0.0	-0.2
COc1ccccc1CNC(=S)Nc1ccc2nc(N3CCN(C)CC3)cc(C)c2c1	-2	.	-7	19	-1	77*	0.2	.
COc1ccc(N(CC(=O)Nc2ccccc2F)S(=O)(=O)c2ccc(C)c([N+](=O)[O-])c2)cc1	4	4	2	4	-3	-7	0.0	-1.0
Cc1ccc(NC(=O)CN2C(=O)N/C(=C\c3cccnc3)C2=O)cc1	-1	.	7	.	-3	-14	-0.2	.
